High-throughput results (PubChem BioAssay)
PHOSPHO1 block: blocks human PHOSPHO1 phosphatase activity | hit rate 1.1% among 290,000 | inhibition, % at 13.3 µM | AID 1565 | recombinant PHOSPHO1, absorbance phosphatase assay | Q8TCT1; in the data active means inhibition above about 60%
V1R ag counter: activates human V1a receptor in oxytocin agonist counter-screen; activation, % at 3 µM; P37288; CHO-V1R cells, Fluo-8 calcium fluorescence, agonist mode; 0% DMSO, 100% 3 nM vasopressin; hit rate 0.25% among 320,000;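 active means activation above the mean activation of all tested compounds plus 3 SD, per screening run, cut at about 20% in these data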;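 further: signal is peak over basal fluorescence ratio across a 100 second FLIPR read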
GalR3 antagonist: blocks the human galanin receptor 3. HEK293 GalR3-CNG cAMP membrane potential fluorescence; galR3 body fused to GalR1 C-terminus. inhibition, % at 3 µM. hit rate 0.44% among 360,000;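 active means inhibition above the screen-wide average plus 3 SD, cut at about 13% in these data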;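 further: forskolin and galanin both at EC90 stimulate the cells; cAMP rise reported by CNG channel membrane potential dye signal; 0% = forskolin plus galanin with DMSO and 100% = forskolin alone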
Target sequence (O60755 1-299 limits assumed): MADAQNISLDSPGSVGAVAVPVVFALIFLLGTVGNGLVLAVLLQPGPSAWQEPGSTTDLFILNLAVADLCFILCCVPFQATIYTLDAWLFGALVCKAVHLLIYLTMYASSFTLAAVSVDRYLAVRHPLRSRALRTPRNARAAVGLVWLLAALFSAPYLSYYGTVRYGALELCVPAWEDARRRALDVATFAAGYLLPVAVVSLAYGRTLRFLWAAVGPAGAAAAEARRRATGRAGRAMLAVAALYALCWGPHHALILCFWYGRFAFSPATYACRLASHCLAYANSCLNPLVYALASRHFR
DNA FID counter: fluorescent intercalator displacement, NS3 helicase counter-screen; hit rate 0.17% among 290,000; DNA fluorescent intercalator displacement, fluorescence; AID 1845; inhibition, % at 7.9 µM; in the data active means inhibition above about 37%;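 further: 0% = vehicle and 100% = reference compound; higher means more ethidium bromide displaced from hairpin DNA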
IMP-1 inh: blocks Pseudomonas aeruginosa IMP-1 metallo-beta-lactamase; purified IMP-1, nitrocefin hydrolysis, epi-absorbance fluorescence; inhibition, % at 5.6 µM; hit rate 0.45% among 290,000; AID 1556;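 active means inhibition above the mean plus 3 SD of all compounds in the same screening run, cut at about 4.5% in these data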;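 further: 0% = IMP-1 with DMSO and 100% = DMSO wells lacking enzyme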
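System: Purified IMP-1 | Read-out basis: Percent enzyme inhibition | Controls: IMP-1 with DMSO as 0%, enzyme-free DMSO as 100% | Replicates: One well per compound | Doses: 5.6 µM nominal single concentration | Detection: Epi-absorbance fluorescence, 480 nm excitation, 530 nm emission | Incubation: 25 °C, 15 min preincubation, 25 min reaction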
OXTR ag: human OXTR agonism | P30559 | CHO-OTR cells, Fluo-8 calcium fluorescence; normalized: DMSO 0%, oxytocin 100% | activation, % at 3 µM | hit rate 0.32% among 320,000 | AID 2435;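 active means activation above the mean of all tested compounds plus 3 SD, cutoff set per screening run, cut at about 20% in these data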;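 further: peak over basal fluorescence ratio from a 100 s FLIPR kinetic read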
Target sequence (P30559 whole entry, looked up): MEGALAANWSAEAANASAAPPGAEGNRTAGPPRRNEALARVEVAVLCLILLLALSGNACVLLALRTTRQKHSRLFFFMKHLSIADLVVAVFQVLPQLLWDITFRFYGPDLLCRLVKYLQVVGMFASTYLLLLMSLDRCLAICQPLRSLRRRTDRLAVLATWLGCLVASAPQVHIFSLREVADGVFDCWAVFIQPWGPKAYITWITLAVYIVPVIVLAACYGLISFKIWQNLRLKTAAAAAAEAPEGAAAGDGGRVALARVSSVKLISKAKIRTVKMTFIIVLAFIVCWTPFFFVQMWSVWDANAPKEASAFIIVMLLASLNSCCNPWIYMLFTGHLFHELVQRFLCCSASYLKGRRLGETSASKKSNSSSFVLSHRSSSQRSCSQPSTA
VIM-2 inh: inhibitors of Pseudomonas aeruginosa VIM-2 metallo-beta-lactamase; inhibition, % at 5.6 µM; hit rate 0.89% among 290,000; purified VIM-2, nitrocefin hydrolysis, epi-absorbance fluorescence;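 active means inhibition above the mean of all tested compounds plus 3 SD, cutoff set per screening run, cut at about 7.5% in these data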;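 further: red hydrolysis product quenches plate fluorescence so inhibitors raise well fluorescence; 0% = enzyme with DMSO and 100% = DMSO without enzyme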
GPR7 antag: human neuropeptides B/W receptor 1 antagonism | P48145 | hit rate 1.1% among 290,000 | inhibition, % at 4.4 µM | GPR7-expressing cells, fluorescence antagonist assay | AID 1861; in the data active means inhibition above about 16%, passing the limit was not always enough;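 further: cells stimulated with the agonist NPW; 0% = agonist with vehicle and 100% = vehicle without agonist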
Target sequence (P48145 whole entry, looked up): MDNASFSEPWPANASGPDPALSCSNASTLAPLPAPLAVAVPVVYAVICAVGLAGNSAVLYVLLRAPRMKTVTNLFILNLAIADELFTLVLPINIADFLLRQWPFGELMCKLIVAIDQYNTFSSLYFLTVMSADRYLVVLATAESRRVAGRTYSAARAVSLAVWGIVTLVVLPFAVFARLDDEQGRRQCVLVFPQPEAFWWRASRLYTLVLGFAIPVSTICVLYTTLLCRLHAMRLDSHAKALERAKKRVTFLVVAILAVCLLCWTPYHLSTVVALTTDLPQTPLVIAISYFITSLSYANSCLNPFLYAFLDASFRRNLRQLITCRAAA
HCV NS3 hel inh: inhibitors of Hepatitis C virus NS3 helicase; NS3 helicase DNA unwinding, Cy5 molecular beacon fluorescence; inhibition, % at 10.9 µM; hit rate 0.56% among 290,000; AID 1800;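 active means inhibition above the mean of all tested compounds plus 3 SD, set per campaign, cut at about 35% in these data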;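 further: 0% = DMSO wells and 100% = thioflavine S control wells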
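System: NS3 helicase fragment of HCV / Schedule: 1 h at 25 °C / Control set: DMSO alone as 0% and 110 µM thioflavine S as 100% / Reagent: Cy5/quencher beacon DNA duplex and ATP to start / Technique: Cy5 fluorescence / Replication: singlicate / Evaluation: % inhibition of end-to-start signal ratio versus controls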
Active calls of the source: *; . = no result given.

SMILES | PHOSPHO1 block | V1R ag counter | GalR3 antagonist | DNA FID counter | IMP-1 inh | OXTR ag | VIM-2 inh | GPR7 antag | HCV NS3 hel inh
CCc1ccc2c(c1)C(=O)c1ccccc1C2=O | 7.1 | -0.2 | -2.5 | -0.6 | -1.6 | -0.8 | -2.5 | -5.2 | 11.9
COc1cc(/C=C2/C(=O)N(c3ccc(C)c(C)c3)N=C2C)cc([N+](=O)[O-])c1O | 28.7 | -0.4 | -9.8 | -11.7 | -5.7 | 0.5 | -2.2 | -7.4 | 24.1
Cn1c(CCC(=O)OCC(=O)Nc2ccc(Oc3ccccc3)cc2)nc(=O)c2ccccc21 | 2.3 | -0.4 | 3.4 | -8.6 | 1.2 | -1.7 | 0.1 | 7.6 | 10.0
Clc1ccc2nnc(Cl)n2n1 | 16.3 | 0.4 | -5.6 | -1.5 | -1.0 | 0.9 | 1.7 | -9.5 | -21.8
Cc1ccc(NC(=O)C2CCN(S(=O)(=O)c3cnc[nH]3)CC2)cc1C | -0.2 | -0.9 | -11.2 | -1.7 | -2.6 | -0.7 | -0.7 | -6.7 | -12.3
Cc1ccc(-n2nc3c(=O)n(CCCC(=O)NCc4ccc(Cl)cc4)nc(C)c3c2C)cc1 | 35.9 | 1.0 | -8.3 | -69.7 | -0.7 | -2.7 | 0.2 | 3.5 | -0.4
COCc1nnc(NC(=O)c2ccc(OC)cc2OC)s1 | 41.2 | 0.9 | -5.0 | -10.5 | -2.3 | -0.4 | -0.7 | -10.2 | 11.1
Cn1ncc(Br)c1C(=O)Nc1c(F)c(F)cc(F)c1F | -9.2 | -0.2 | -2.5 | -1.6 | -2.4 | -1.4 | -1.8 | -3.0 | -2.3
CCCOc1ccccc1C(=O)N(Cc1cccc(Br)c1)C1CCS(=O)(=O)C1 (stereo unspecified) | 38.5 | 4.8 | 2.4 | -51.7 | -2.4 | 1.2 | -2.4 | -9.6 | -1.6
COc1ccc(-c2sc3ccc(N4CCOCC4)cc3c2-c2ccc(OC)c(F)c2)cc1 | -1.7 | 0.6 | -4.6 | -2.8 | -1.2 | 0.2 | -0.1 | -0.4 | -14.8
O=S(=O)(c1ccc(Cl)nc1)N1CCN(c2ncccn2)CC1 | 35.7 | 0.5 | -0.6 | -3.9 | -1.6 | 0.9 | 0.3 | -5.0 | 8.4
Cc1ccc(NC(=O)COc2ccc(/C(N)=N/O)cc2)cc1C | 4.7 | 1.1 | 4.0 | -1.2 | -4.5 | 0.6 | -1.2 | -1.2 | -3.9
CC(=O)Nc1ccc(OC(=O)CC2SC(=O)NC2=O)cc1 (stereo unspecified) | 2.7 | 0.3 | -5.3 | 7.7 | -3.5 | 0.4 | 1.1 | 10.8 | 7.6
COc1ccccc1NC(=O)COC(=O)CCS(=O)(=O)c1ccc(C)cc1 | 19.8 | 0.6 | 1.4 | -21.5 | -2.6 | -1.3 | -3.7 | -14.8 | -4.3
Cc1nn(C(=O)c2ccc([N+](=O)[O-])cc2)c(C)c1Br | 38.6 | 1.8 | -1.5 | 1.9 | -1.1 | 1.4 | -0.9 | -0.1 | 7.1
CCCC/C(O)=C1\C(=O)CC(C)(C)CC1=Nc1ccc(OC)cc1 | 13.7 | -1.6 | -2.4 | -22.7 | -0.7 | -2.9 | -1.7 | -8.1 | -9.1
CNC(=O)c1cc2cc(OC)ccc2oc1=O | -7.1 | -0.3 | . | -0.5 | -2.0 | -0.5 | -2.8 | -14.4 | -1.6
CCC1CN(S(=O)(=O)c2cc(-c3cc(C)no3)ccc2OC)c2cc(C)ccc2O1 (stereo unspecified) | 18.1 | 0.7 | 1.5 | -30.1 | -1.8 | -0.6 | -1.7 | 4.1 | -13.5
COc1cccc(/C=N/NC(=O)c2ccncc2)c1OC(=O)c1ccc(Br)cc1 | -19.6 | 1.8 | . | -47.3 | -2.2 | 0.1 | -2.5 | -10.9 | -13.9
CCOC(=O)CCc1c(C)nc(SCc2ccc(C(=O)O)cc2)c(C#N)c1C | . | 0.2 | -2.0 | -31.4 | -1.7 | -0.1 | -1.8 | 5.1 | 26.2
CCCc1cc(=O)oc2c3c(cc(OCC(=O)N4CCC[C@H]4C(=O)O)c12)OC(C)(C)CC3 | 2.7 | 0.8 | -7.0 | -27.2 | 0.1 | 0.5 | 45.4* | -1.8 | 2.0
CSC(=NC#N)N1CCN(C(c2ccccc2)c2ccccc2)CC1 | -12.1 | -1.1 | -11.5 | -31.7 | -1.3 | -1.4 | -2.2 | -6.6 | 4.6
O=C(c1ccc(Cl)cc1)N1CCN(CCc2ccccn2)CC1 | 43.7 | . | -2.7 | -10.9 | -2.4 | . | -2.6 | 6.5 | -12.8
CN1OC(CC(=O)O)N(c2ccc(Cl)cc2)C1=O (stereo unspecified) | -1.3 | 0.2 | 2.6 | 0.8 | -2.2 | 1.0 | -1.7 | -4.2 | 3.3
Cc1c(NC(=O)c2cc(C3CC3)on2)c(=O)n(-c2ccccc2)n1C | -6.6 | -0.1 | 4.6 | -6.4 | -6.4 | 0.4 | -1.6 | -4.2 | 7.3
CCOC(=O)C1CCN(C(=O)c2cc(C(C)(C)C)nn2Cc2ccccc2)CC1 | 19.1 | -1.4 | 0.1 | -41.7 | -3.5 | -2.5 | -2.4 | -2.5 | 1.0
CSc1cccc(NC(=S)NCCCO)c1 | -1.3 | 0.7 | -5.6 | -1.4 | -4.2 | 0.6 | -2.6 | -3.5 | -0.1
CCOC(=O)C1CCCN(Cc2ccccc2OCC)C1 (stereo unspecified) | -2.2 | -0.3 | -6.8 | 12.6 | -2.1 | -0.9 | -0.8 | -9.4 | 0.3
Cn1c(CC(=O)Nc2ccccc2)nnc1SCCOc1ccccc1 | -26.5 | 1.3 | -3.0 | -11.8 | -3.8 | 1.1 | -2.6 | -1.3 | 15.3
CCS(=O)(=O)N1CCC(C(=O)NCCCN2CCCCCC2)CC1 | -0.3 | -0.7 | 6.5 | 0.9 | -2.2 | -0.4 | -2.6 | -11.4 | -3.0
COc1cc(C#CC#CCN2CCCCC2)ccc1O | -2.2 | 0.1 | -5.6 | -1.2 | -1.9 | 2.9 | -3.2 | -1.5 | -1.4
COc1ccc(-n2nc3cc(N)c(Br)cc3n2)cc1 | 13.9 | -0.6 | -4.6 | 1.8 | -3.6 | -1.1 | 0.0 | -17.5 | 13.1
N=C1C(c2nc3ccccc3s2)=C(O)CN1C1CCCCC1 | 23.9 | -0.2 | -1.8 | -0.9 | -1.6 | -0.8 | -4.2 | -0.3 | -4.3
NNc1nc2sc3c(c2c(=O)[nH]1)CCc1ccccc1-3 | 3.4 | 0.0 | -0.2 | -1.4 | -2.1 | -0.7 | -2.1 | -7.9 | 12.6
COc1ccc(CCNC(=O)C(C)SCc2ccccc2)cc1 (stereo unspecified) | 17.9 | 0.0 | -3.8 | -18.3 | -2.6 | -2.1 | -5.5 | 14.3 | 4.1
CSc1nnc(C)c(=O)n1COC(=O)COc1ccccc1F | -8.2 | 1.2 | -5.6 | -0.3 | -0.1 | 0.0 | -1.0 | -20.1 | -7.2
O=C(Cc1c(F)cccc1Cl)N(Cc1ccccc1)c1ccccn1 | -21.7 | -0.4 | 7.7 | -16.4 | -0.8 | -2.2 | -0.6 | -2.4 | -12.8
Cc1ccc2c3c1C(=O)C(=O)N3C(C)(C)CC2C (stereo unspecified) | 3.8 | -1.1 | -0.2 | 0.3 | -1.6 | -0.9 | -3.9 | 1.1 | 0.0
Cc1cc(C(=O)OCC(=O)NCCC(C)C)c2ccccc2n1 | 11.5 | 3.5 | -5.6 | -18.8 | -0.7 | 1.3 | 0.9 | -4.9 | 5.7
Cc1cccc(N(CC(=O)N/N=C/c2ccccc2C(=O)O)S(C)(=O)=O)c1C | 3.3 | 0.2 | 9.6 | -15.4 | -3.9 | 0.2 | -3.2 | -7.8 | -8.9
Fc1ccc(-n2cc(-c3ccccc3)c3c(NN4CCOCC4)ncnc32)cc1 | -1.1 | 3.1 | 6.3 | -28.5 | -1.6 | 6.0 | -1.5 | -10.5 | -5.6
O=C(c1ccc(F)cc1)C1CCN(C(=O)c2c(F)cccc2F)CC1 | . | 0.0 | -8.3 | -14.4 | -2.9 | -1.5 | -2.5 | -8.7 | -0.5
Cc1nc(/C(N)=N/OC(=O)c2ccccc2Cl)c(C(F)(F)F)o1 | 32.7 | 0.8 | -3.3 | -12.8 | -0.8 | 0.4 | -1.4 | -9.8 | 0.6
COc1ccc2cc3cc(C(=O)NCc4cccs4)oc3nc2c1 | -38.4 | 0.4 | -3.0 | -10.1 | -2.5 | -0.4 | -2.1 | 2.3 | -2.8
O=C(/C=C/NNC(=O)c1ccccc1)c1ccc(Br)cc1 | 3.9 | 0.3 | 0.1 | -10.2 | -3.1 | -0.1 | -2.8 | -10.8 | -1.5
COc1ccc(C2CCCCCN2Cc2nc3ccccc3c(=O)n2CC(N)=O)cc1 (stereo unspecified) | 27.9 | 0.3 | -6.3 | -35.9 | -4.1 | 0.7 | -1.7 | 1.5 | -6.3
CCOc1ccccc1NC(=O)c1cccc(NC(=O)C2CCCC2)c1 | 23.9 | 0.0 | -9.5 | -20.2 | -2.6 | -2.3 | -1.7 | -30.3 | -4.9
Cn1c(=O)c2c(SCc3ccccn3)nc(C3CC3)nc2n(C)c1=O | 2.9 | 0.4 | . | -0.2 | -3.1 | -0.3 | 2.1 | -6.4 | -4.2

As entered above.
HCV NS3 hel inh, Cc1ccc(NC(=O)C2CCN(S(=O)(=O)c3cnc[nH]3)CC2)cc1C : -12.3
DNA FID counter, O=C(/C=C/NNC(=O)c1ccccc1)c1ccc(Br)cc1 : -10.2
OXTR ag, CCc1ccc2c(c1)C(=O)c1ccccc1C2=O : -0.8
GPR7 antag, COc1ccccc1NC(=O)COC(=O)CCS(=O)(=O)c1ccc(C)cc1 : -14.8

Next section
SMILES | PHOSPHO1 block | V1R ag counter | GalR3 antagonist | DNA FID counter | IMP-1 inh | OXTR ag | VIM-2 inh | GPR7 antag | HCV NS3 hel inh
Cc1ccc2cccc(NC(=S)NC(=O)c3ccn(C)n3)c2n1 | -11.6 | -1.1 | 1.5 | -13.2 | -4.9 | -2.1 | 7.0 | -8.2 | -1.6
COc1ccccc1NC(=O)C(C)Sc1nnnn1C (stereo unspecified) | 2.6 | -1.0 | -2.9 | . | . | 0.5 | . | . | .
CCNC(=S)NNc1nnc(-c2ccccc2)c(-c2ccccc2)n1 | -70.5 | 0.4 | -10.2 | -21.5 | -4.3 | 0.1 | -5.7 | -6.6 | -5.4
Cc1ccc(S(=O)(=O)N(C)c2ccccc2C(=O)N2CCOCC2)cc1 | 33.4 | 0.9 | 1.6 | -12.3 | -0.8 | 0.0 | -0.6 | -3.2 | 0.4

Entries of single compounds from above. Screens in order: PHOSPHO1 block, V1R ag counter, GalR3 antagonist, DNA FID counter, IMP-1 inh, OXTR ag, VIM-2 inh, GPR7 antag, HCV NS3 hel inh
Profile of CCNC(=S)NNc1nnc(-c2ccccc2)c(-c2ccccc2)n1 = -70.5, 0.4, -10.2, -21.5, -4.3, 0.1, -5.7, -6.6, -5.4
Profile of Cc1ccc(S(=O)(=O)N(C)c2ccccc2C(=O)N2CCOCC2)cc1 = 33.4, 0.9, 1.6, -12.3, -0.8, 0.0, -0.6, -3.2, 0.4
